Thrombin inh – thrombin (human) inhibition. P00734. alpha-thrombin, Boc-VPR-AMC fluorogenic substrate cleavage. inhibition, % at 5 µM. 0.26% of 220,000 active;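 active = inhibition at or above 40%; inactive = inhibition below 40%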;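 also: 0% = enzyme with no compound and 100% = wells without enzyme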
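Material: Human alpha-thrombin protein | Buffer or medium: pH 7.5 Tris-saline with Tween 20 | Reagent: Boc-VPR-AMC substrate, 15 µM final | Schedule: Reaction at ambient temperature | Detection: AMC fluorescence at 355 nm excitation and 460 nm emission | Evaluation: Percent inhibition scaled between no-compound controls and no-enzyme blanks | Controls: no-compound enzyme wells and no-enzyme blanks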
Furin inhibitor – human furin inhibition; 0.061% of 220,000 active; purified furin, fluorogenic substrate cleavage; inhibition, % at 30 µM; in the data active = inhibition above about 25%; also: inactives centre near -15
PERK inh – human PERK inhibition, primary cell-based screen; Q9NZJ5; 0.17% of 220,000 active; inhibition, % at 5.6 µM; CHO PERK-DD fusion, SEAP luminescence translation reporter;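 active = inhibition above the mean inhibition of all tested compounds plus 3 SD, set separately per screening campaign, cut at about 2.9% in these data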;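 also: PERK kinase domain activated by AP20187 dimerizer at 100 nM; 0% = DMSO with dimerizer and 100% = rapamycin at 8.4 µM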
FXIIa inh 1536 – inhibitors of human coagulation factor XIIa; AID 800; P00748; 0.3% of 220,000 active; inhibition, % at 5 µM; purified FXIIa, Boc-QGR-AMC fluorogenic substrate, 2 h; in the data active = inhibition above about 40%;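 also: 0% = enzyme with no compound and 100% = blank without enzyme; many of its hits are not listed in these tables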
FXIa inh 1536 – blocks human coagulation factor XIa protease activity; P03951; purified FXIa, Boc-Glu-Ala-Arg-AMC fluorogenic substrate; inhibition, % at 5 µM; 0.14% of 220,000 active; AID 798;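 active = inhibition of at least 40%; inactive = inhibition below 40%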;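 also: fluorescence of freed AMC excited at 355 nm; 0% = enzyme without compound and 100% = no enzyme blank; many of its hits are not listed in these tables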
Target sequence (P03951 19-387 limits assumed): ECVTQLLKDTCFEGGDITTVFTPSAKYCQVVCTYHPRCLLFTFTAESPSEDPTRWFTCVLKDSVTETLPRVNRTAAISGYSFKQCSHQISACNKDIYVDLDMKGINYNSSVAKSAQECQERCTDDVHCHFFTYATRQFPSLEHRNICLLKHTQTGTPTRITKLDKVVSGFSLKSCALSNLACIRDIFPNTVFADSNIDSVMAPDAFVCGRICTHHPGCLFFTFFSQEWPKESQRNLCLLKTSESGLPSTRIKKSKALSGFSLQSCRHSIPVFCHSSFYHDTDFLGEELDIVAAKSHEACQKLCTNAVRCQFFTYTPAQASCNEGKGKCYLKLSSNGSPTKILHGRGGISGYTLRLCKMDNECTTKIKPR
Target sequence (P03951 388-625 limits assumed): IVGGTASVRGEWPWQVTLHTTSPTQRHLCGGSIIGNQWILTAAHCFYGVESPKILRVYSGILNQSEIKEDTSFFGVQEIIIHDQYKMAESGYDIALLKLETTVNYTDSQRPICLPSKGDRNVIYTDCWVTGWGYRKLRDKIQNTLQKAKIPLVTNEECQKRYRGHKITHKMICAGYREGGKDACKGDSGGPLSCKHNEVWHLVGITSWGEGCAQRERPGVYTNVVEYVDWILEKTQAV
Calpain2 inh – blocks pig calpain II enzyme activity; purified calpain II, fluorogenic peptide substrate, 30 min; inhibition, % at 16 µM; 0.37% of 220,000 active; AID 1236;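 active = inhibition above about 50%, limit read from the data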
Rad51 HR inh – Rad51 (human) homologous recombination inhibition | Q06609 | hRad51 DNA strand exchange, fluorescence dequenching | inhibition, % at 10 µM | 0.085% of 200,000 active;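 active = inhibition above 40% at the single screening dose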;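 also: 0% = DMSO control wells and 100% = blanks with heterologous ssDNA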
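material = hRad51 filaments on single-stranded DNA | timing = filaments 15 min 37 °C, then compound 30 min | signal = FRET fluorescence dequenching, excitation 485 nm, emission 520 nm | benchmarks = control wells and blank wells on each plate | evaluation = percent inhibition relative to plate controls and blanks | compound = 10 µM final, single point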
KLK5 inh – inhibitors of human kallikrein 5 | recombinant hK5, fluorogenic AMC substrate cleavage | inhibition, % at 5 µM | 0.59% of 210,000 active;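 active = inhibition of 40% or more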;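 also: 0% = enzyme controls without compound and 100% = no-enzyme blanks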
Target sequence (Q9Y337 67-293 limits assumed): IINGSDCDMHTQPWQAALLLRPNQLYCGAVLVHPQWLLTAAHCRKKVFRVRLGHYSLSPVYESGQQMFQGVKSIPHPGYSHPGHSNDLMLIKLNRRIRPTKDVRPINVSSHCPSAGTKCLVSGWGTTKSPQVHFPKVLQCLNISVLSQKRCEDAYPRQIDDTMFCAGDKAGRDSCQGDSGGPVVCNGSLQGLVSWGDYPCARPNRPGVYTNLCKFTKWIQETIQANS
KCC2 mod – modulators of human KCC2 chloride dependent transport; B-score of Tl+ flux slope (higher = more flux/activation; lower = inhibition) at 10 µM; Q9H2X9; 2.2% of 190,000 active; KCC2 cells, thallium flux FluoZin-2 fluorescence;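 active = thallium flux slope and its plate-corrected score both differing from the plate sample mean at a set confidence after two filtering rounds, in either direction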;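 also: slope of fluorescence scaled to starting intensity during 10 to 20 s after thallium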
* = called active by the depositor; / = no result given; [ ] = another dose, or the depositor's remark. This is a subset; the hit share may differ from the screen's.

SMILES	Thrombin inh	Furin inhibitor	PERK inh	FXIIa inh 1536	FXIa inh 1536	Calpain2 inh	Rad51 HR inh	KLK5 inh	KCC2 mod
N=C(N)SCc1nc2ccccn2c1Br	-1.2	-15.7	-0.2	8.5	8.3	-5.1	/	-18.5	0.584
Cc1ccc2[nH]c(=O)c(CC=C(Cl)Cl)c(C)c2c1	-1.9	-18.2	0.7	12.5	11.1	-19.7	4.0	-11.3	-0.248
CCOc1ccc(/C=C/[N+](=O)[O-])c2ccccc12	-0.7	-11.5	0.3	12.8	-3.5	-2.8	1.4	-1.6	0.0176
CCOC(=O)c1ccccc1NC(=O)CSc1nnc(C(C)C)n1CC	0.3	-17.5[20 µM]	-1.1	11.0	7.7	4.4	-10.9	-12.0	-0.0387
O=C1C=C(NCc2ccncc2)CC(c2ccccc2)C1 (stereo unspecified)	-3.5	-25.6	0.9	11.8	2.6	-21.8	/	-18.9	1.63
CCN(Cc1ccncc1)C(=O)c1ccc2c(c1)S(=O)(=O)c1ccccc1C2=O	-3.5	-25.7	0.9	11.9	-2.6	-11.2	-0.8	0.2	0.22
Cc1cc(C)n(-c2ccc(C(=O)N3CC(C)OC(C)C3)cc2)n1 (stereo unspecified)	-10.0	-14.9	-0.5	3.4	-5.8	-5.1	5.9	-2.1	/
COC(=O)c1cc(Nc2cc(C)c3ccc(O)cc3n2)cc(C(=O)OC)c1	-0.1	-25.8	0.9	7.0	5.5	-86.5	/	8.0	-0.164
Cc1c(CC(=O)O)c(=O)oc2c(C)c(OCc3nn[nH]n3)ccc12	-8.5	-44.5	-0.3	2.5	-3.2	-145.2	-5.2	-6.1	0.653
CCOc1ccc(-c2nnn(CC(=O)c3cc(OC)ccc3OC)n2)cc1	-1.9	5.8	1.1	11.9	-7.3	-60.8	-9.8	-3.0	/
Cc1ccc(N(C(=O)c2nsc(Cl)c2Cl)C(C(=O)NC2CCCC2)c2ccc(O)cc2)cc1C (stereo unspecified)	-4.8	-22.3	-0.6	8.5	-0.7	-46.8	/	-5.0	0.152
O=S(=O)(/N=C(/Nc1cccc2ccccc12)c1ccccc1)c1cccs1	-8.3	-8.0[20 µM]	-0.4	-1.6	2.5	29.7	-4.3	-16.6	-0.012
NS(=O)(=O)c1ccc(CCNC(=O)[C@@H]2CCCN2S(=O)(=O)c2ccccc2F)cc1	0.8	-26.2[20 µM]	0.8	16.2	2.5	-31.9	3.9	-4.3	/
O=C(NNc1ccc(-c2csnn2)cc1)c1ccccc1C(F)(F)F	-0.3	-13.4	-0.5	7.6	2.8	-21.2	-5.9	0.2	/
N#CC1(C#N)COC23CCCCC2C1(C#N)C(=N)O3 (stereo unspecified)	0.2	-6.1[20 µM]	0.2	7.6	-0.1	-48.3	-12.5	-28.0	-0.0951
CCOC(=O)N1CCN(C(=O)CCSc2ccc(C)cc2)CC1	3.2	-3.1[20 µM]	-0.8	8.4	12.7	13.7	1.7	-21.3	1.55
CCOC(=O)c1cc(C#N)c(N2CCN(C(=O)c3ccccc3)CC2)nc1C(F)(F)F	-4.6	1.6	-0.6	-14.7	-12.1	14.1	-4.2	10.2	-0.346
Cc1noc(C)c1S(=O)(=O)N(CC(=O)N1CCc2ccccc21)c1ccc(C(C)C)cc1	-2.4	-5.6	-0.4	12.8	1.9	-18.6	-4.5	-13.5	/
N#Cc1cnn(-c2ncnc3sc(-c4ccccc4)cc23)c1N	1.1	-16.3[20 µM]	1.4	17.0	5.1	-9.9	-2.2	2.0	0.949
O=c1[nH]c(N/N=C/c2ccccc2)nc2ccccc12	3.6	-21.1[20 µM]	0.1	13.1	3.3	-12.1	-3.1	6.2	0.843
Cc1nn(C)cc1CN1CCC(CO)(CCOc2ccccc2)CC1	68.4*	-6.2	-0.3	26.6	22.6	16.4	0.3	/	0.503
Cc1ccc(OCC(=O)NNC(=O)CCc2ccccc2)cc1	-2.2	-17.2[20 µM]	-0.6	-9.0	-7.5	-8.1	-8.1	9.9	0.341
Cn1cc(S(=O)(=O)Nc2ccc(OC(F)(F)F)cc2)c(=O)n(C)c1=O	27.6	-7.4	0.7	19.4	5.7	-0.6	/	9.3	0.282
CN1C(=O)c2ccccc2C(C(=O)O)C1c1cn(C)c2ccccc12 (stereo unspecified)	-4.1	-21.2	1.3	14.9	-2.8	-4.2	-8.2	4.6	/
OCCOCCOCCn1c2ccccc2c2ccccc21	-7.9	-9.0	0.4	4.6	-2.2	-39.0	-2.0	-1.2	/
COC(=O)c1ccc(C)c(NC(=S)NCc2ccc(Cl)cc2)c1	-2.4	-17.8	1.3	14.2	4.5	8.3	-14.9	-2.5	-0.0667
Cc1onc(-c2ccccc2Cl)c1C(=O)NC(=S)Nc1ccccc1C(N)=O	-0.6	-3.2	-0.1	18.8	8.8	-18.2	0.4	-22.8	-1.92
C=C(C)c1nc(N)nc(N)n1	-13.8	-19.0	0.1	-9.5	-3.5	-13.5	2.7	-0.2	0.958
CC(NC(=O)CCn1nc(-c2ccc(Cl)cc2)ccc1=O)c1ccccc1 (stereo unspecified)	1.3	-21.3	0.2	8.3	-2.9	-15.6	-1.6	1.2	-0.125
S=C(Nc1cccc(Cl)c1)Nc1ccc2cn[nH]c2c1	5.0	-14.7	0.9	10.2	0.1	-0.8	-22.8	-8.4	-0.0612
COc1cc(C)ccc1OCCCCN1CC(C)OC(C)C1 (stereo unspecified)	-4.4	-20.6[20 µM]	-1.3	-0.2	-2.8	-41.6	3.3	4.2	/
CCCC(=O)Nc1nc2n(n1)C(c1ccccc1)CC(=O)N2 (stereo unspecified)	-1.5	-4.9[20 µM]	1.1	16.6	3.8	-25.6	2.9	-16.7	/
O=C(CCC1CCCCC1)NC1=NCCS1	-1.6	-12.9	0.6	4.6	4.7	-4.7	-49.3	-13.1	-0.472
COc1cc(CCC(=O)Nc2ccc(Br)c(C(F)(F)F)c2)cc(OC)c1OC	-9.6	-18.3	-0.7	-2.2	-9.5	17.8	/	-33.5	0.793
CC(=O)c1ccc(N/C=C\C(=O)c2ccc(C)cc2)cc1	-10.3	-17.5	1.1	3.3	-2.4	-24.3	-0.9	-0.9	0.229
COc1cc(SC)ccc1C(=O)NCCOc1ccc(Cl)cc1	-7.0	-12.5	0.1	13.1	3.7	9.3	-4.2	2.4	-0.881
COc1cc2c(cc1NC(=O)COC(=O)/C=C/c1ccc([N+](=O)[O-])cc1)oc1ccccc12	3.5	-28.6	1.0	13.6	3.3	-10.8	3.8	3.9	0.623
Cc1cc(C)n2ncc(C(=O)Nc3ccc(Cl)c(Cl)c3)c2n1	-19.3	-14.7	0.7	7.2	-4.1	-99.4	1.4	-1.1	/
CCOC(=O)C(Cc1ccccc1)NC(=O)Cn1nnc(-c2ccc(SC)cc2)n1 (stereo unspecified)	1.5	-7.0[20 µM]	-0.4	11.7	-2.5	-6.3	-9.9	1.5	-2.04
C/C(=N\Nc1ccccn1)c1ccc2c(c1)OCO2	-2.6	-7.3	0.5	20.2	12.2	6.9	-4.8	10.1	0.172

Given with two lines to a compound: part of the list above.
Each structure is followed by: Thrombin inh | Furin inhibitor | PERK inh | FXIIa inh 1536 | FXIa inh 1536 | Calpain2 inh | Rad51 HR inh | KLK5 inh | KCC2 mod
O=C(CCC1CCCCC1)NC1=NCCS1
  -1.6 | -12.9 | 0.6 | 4.6 | 4.7 | -4.7 | -49.3 | -13.1 | -0.472
COc1cc(SC)ccc1C(=O)NCCOc1ccc(Cl)cc1
  -7.0 | -12.5 | 0.1 | 13.1 | 3.7 | 9.3 | -4.2 | 2.4 | -0.881
COc1cc(CCC(=O)Nc2ccc(Br)c(C(F)(F)F)c2)cc(OC)c1OC
  -9.6 | -18.3 | -0.7 | -2.2 | -9.5 | 17.8 | / | -33.5 | 0.793
CCCC(=O)Nc1nc2n(n1)C(c1ccccc1)CC(=O)N2 (stereo unspecified)
  -1.5 | -4.9[20 µM] | 1.1 | 16.6 | 3.8 | -25.6 | 2.9 | -16.7 | /

The list continues.
SMILES	Thrombin inh	Furin inhibitor	PERK inh	FXIIa inh 1536	FXIa inh 1536	Calpain2 inh	Rad51 HR inh	KLK5 inh	KCC2 mod
O=C(Cn1cnc2c(nnn2Cc2ccccc2)c1=O)N1CCN(c2ccccc2)CC1	-5.1	-1.6	0.1	3.4	-6.9	-4.1	-2.5	-1.9	-4.46*
CCOC(=O)C1CCN(c2c(NCCN3CCN(c4ccccc4)CC3)c(=O)c2=O)CC1	0.8	-12.4	1.0	4.3	5.7	-13.5	2.2	-8.5	0.119
O=C(CC(SCCO)c1ccc2c(c1)OCO2)c1ccco1 (stereo unspecified)	-5.3	-6.4	0.0	4.7	2.9	-17.6	8.2	-11.4	/
CCOCc1nnc(NC(=O)COC)s1	-4.1	-14.7	0.1	0.9	-7.8	12.0	-28.2	0.8	0.128
O=C(CSc1ccccc1)Nc1ccc(S(=O)(=O)Nc2ncccn2)cc1	-12.1	-9.2	0.2	-2.2	-10.6	-8.0	-2.6	0.0	-0.546
CSC(=NC#N)N1CCN(c2cccc(Cl)c2)CC1	-3.4	-7.9[20 µM]	1.3	3.8	-2.4	-33.9	-1.0	-7.2	-1.4
O=C(C1Cc2ccccc2CN1S(=O)(=O)c1cccs1)N1CCCCCC1 (stereo unspecified)	2.6	-20.4[20 µM]	-0.8	16.2	-1.0	-10.7	4.4	-12.6	-1.32
CCCCC(NC(C)=O)c1nc2ccccc2n1CCC (stereo unspecified)	-2.1	-30.3[20 µM]	-0.1	11.4	2.9	1.7	8.7	-24.9	-0.173
CCCN(CC1CC1)C(=O)COC(=O)c1[nH]c(C)c(C(=O)OCC)c1C	1.9	-25.8[20 µM]	-0.8	8.2	-3.7	15.9	-1.9	-14.4	-0.965
COc1ccc(-c2cc(C(=O)c3c(N)n(C)c(=O)n(C)c3=O)c3ccccc3n2)cc1	-0.9	-2.9	-0.1	7.8	4.7	-28.2	-1.1	-6.0	0.00764
c1ccc(C(c2nnnn2Cc2ccco2)N2CCN(c3nc4ccccc4s3)CC2)cc1 (stereo unspecified)	3.2	-12.7[20 µM]	-0.7	29.1	22.1	-12.5	-2.7	-0.2	-0.747
COC(=O)c1cn(NC(=O)c2cccc(N(C)C)c2)c(=O)c2ccccc12	4.0	-9.6	-0.8	11.2	4.6	8.2	-1.6	-18.4	/
CCN1C(=O)/C(=C/c2cccs2)S/C1=N\S(=O)(=O)c1ccc(C)cc1	2.1	-28.3	1.2	4.3	2.4	5.1	-5.2	0.4	1.23
CCOC(=O)c1sc2nc(C)nc(SCC(N)=O)c2c1C	-4.2	-12.0	0.5	6.0	-5.5	14.9	-4.8	-1.9	1.45
Cc1occc1C(=O)N1CCCC(CCC(=O)NCc2ccc(F)c(F)c2)C1 (stereo unspecified)	-9.7	-21.8	0.3	4.5	-0.2	-17.9	/	/	0.88
O=c1[nH][nH]c2cc(=O)n(-c3cccc(C(F)(F)F)c3)nc12	1.1	-21.3	0.4	4.5	-6.3	-42.8	-1.3	3.3	0.739
COc1ccccc1NC(=O)N1CCc2[nH]c3ccc(F)cc3c2C1	1.2	-9.3[20 µM]	0.3	2.6	-3.4	-2.7	-6.8	12.8	/
O=C(NNC(=O)c1ccccc1-n1cccc1)c1cccc(Cl)c1	-7.7	-13.8	0.1	-14.2	-4.1	-12.3	8.1	-4.1	/
COc1ccc(C(CC(=O)N2CCCCC2)C(C)C)cc1 (stereo unspecified)	-2.5	-32.7	1.3	10.1	5.8	-2.7	24.5	-3.1	-1.61
S=C(Nc1ccccc1)Nc1ccc(Br)cn1	-0.6	-4.4	0.8	8.2	6.7	5.8	13.5	16.7	1.17

Screening results (PubChem)
